HTR5A inv ctr – HTR5A inverse agonism, opioid heterodimer counter-screen; P47898; HTR5A cell line, luminescence; inhibition, % at 9.3 µM; 0.083% of 340,000 active; AID 504634; in the data active = inhibition mostly above about 23%, no sharp cut-off; inactive = mostly below about 18%;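 also: 0% = cells with DMSO and 100% = no-cell wells with DMSO; some compounds called inactive have numbers as strong as hits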
Target sequence (P47898 whole entry, looked up): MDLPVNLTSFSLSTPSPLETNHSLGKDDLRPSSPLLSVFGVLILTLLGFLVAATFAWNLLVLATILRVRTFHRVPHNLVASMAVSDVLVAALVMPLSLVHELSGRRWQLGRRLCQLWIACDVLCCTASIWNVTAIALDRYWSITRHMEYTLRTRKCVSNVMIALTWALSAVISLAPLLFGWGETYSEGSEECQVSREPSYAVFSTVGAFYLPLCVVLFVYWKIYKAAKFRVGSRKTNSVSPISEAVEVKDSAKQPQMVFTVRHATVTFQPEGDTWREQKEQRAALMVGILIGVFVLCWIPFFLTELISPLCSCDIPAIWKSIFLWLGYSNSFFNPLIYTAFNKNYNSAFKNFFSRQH
HTR5A ag ctr – activates human HTR5A in OPRM1-OPRD1 agonist counter-screen; P47898; HTR5A agonist assay, luminescence, cell-based; activation, % at 9.3 µM; 0.61% of 340,000 active; AID 504692; in the data active = activation mostly above about 9.5%, no sharp cut-off; inactive = mostly below about 7.6%;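 also: 0% = cells with vehicle only and 100% = reference agonist; strong numbers were not always called active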
E coli growth – counter-screen for AddAB inhibitors: E. coli growth inhibition. E. coli V3065 growth, OD600 absorbance, 18 h. inhibition, % at 11.9 µM. 0.27% of 330,000 active. AID 449728;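 active = inhibition above the campaign's mean inhibition across all tested compounds plus 3 SD, cut at about 9.9% in these data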;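 also: uninfected addAB+ strain grown without phage in ampicillin broth; 0% = DMSO wells and 100% = ciprofloxacin 0.95 µg/ml wells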
PfHsp90 set2 – inhibits growth of yeast expressing Plasmodium falciparum Hsp90; inhibition, % at 9.4 µM; S. cerevisiae expressing PfHsp90, BacTiter-Glo ATP, 48 h; yeast lacking PDR1 and PDR3 efflux regulators; 0.32% of 310,000 active; AID 504621;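 active = every replicate shows inhibition above about 80%, whatever the replicate mean, limit read from the data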;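 also: 0% = DMSO neutral controls and 100% = 20 µM radicicol positive controls; yeast relying on Plasmodium falciparum Hsp90 in place of its own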
SUMO Mot1 rescue – inhibitors of SUMOylation pathway: yeast Mot1-301 growth rescue | S. cerevisiae Mot1-301 growth rescue, ATP luminescence, 38.5C; percent above DMSO median, 100 means doubled | growth rescue, % at 18.8 µM | 1% of 320,000 active | AID 2716;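 active = every valid replicate shows activation above 250% relative to neutral control wells; inactive = the rest, any valid replicate at or below 250%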;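 also: OY570 slx delta 5 strain wells were the positive control but not used for scaling; some compounds called inactive have numbers as strong as hits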
AddAB inh – less growth of phage-infected E. coli with AddAB; E. coli expressing H. pylori AddAB, absorbance growth; inhibition, % at 11.9 µM; 0.29% of 330,000 active; AID 435030; in the data active = inhibition above about 12%;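 also: 0% = vehicle wells of infected cells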
DSG3 Ab inh – inhibitors of pemphigus antibody binding to human desmoglein-3; binding (percent of control), % at 10 µM; P32926; 0.48% of 310,000 active; DSG3-coupled beads, scFv-anti-DSG3-GFP binding, flow cytometry; active compounds read low;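 active = binding more than 3 SD below its plate's average and above zero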;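 also: hits lower antibody fragment binding to DSG3; some compounds called inactive have numbers as strong as hits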
phage Ecoli inh – E. coli growth loss with phage present; growth absorbance; inhibition, % at 11.9 µM; 0.26% of 360,000 active; AID 651602; in the data active = inhibition above about 11%
PKA-R1A act – activates the PKA-R1A holoenzyme complex; 0.083% of 340,000 active; activation, % at 11.4 µM; PKA-R1A dissociation, Cy5-IP20 fluorescence polarization; scaled: DMSO 0%, 113 µM cGMP 100%;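 active = percent activation above the mean of all tested compounds plus 3 SD, cut at about 19% in these data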;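 also: higher means more PKAc released from R1A so a rise in polarization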
OPRM1-OPRD1 ag – agonists of human mu-delta opioid receptor heterodimerization; P35372+P41143; cells, OPRM1-OPRD1 heterodimerization, luminescence; activation, % at 9.3 µM; 0.3% of 340,000 active; in the data active = activation above about 18%;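 also: 0% = vehicle-treated cells and 100% = reference agonist; values of inactives mirror those of a sister screen read the other way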
OPRM1-OPRD1 inv – inverse agonist of human OPRM1-OPRD1 heterodimerization | P35372+P41143 | cell-based MOR-DOR heterodimer luminescence, inverse agonism | inhibition, % at 9.3 µM | 0.21% of 340,000 active | AID 504357; in the data active = inhibition above about 22%, passing the limit was not always enough;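 also: 0% = cells with DMSO and 100% = wells without cells with DMSO; values of inactives mirror those of a sister screen read the other way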
Numbers without * were called inactive; x = no result given.

SMILES	HTR5A inv ctr	HTR5A ag ctr	E coli growth	PfHsp90 set2	SUMO Mot1 rescue	AddAB inh	DSG3 Ab inh	phage Ecoli inh	PKA-R1A act	OPRM1-OPRD1 ag	OPRM1-OPRD1 inv
COc1ccc(C(=O)N2CCC2)cc1S(=O)(=O)NCc1ccc(Cl)cc1	7	-3	-0.3	28	2	0.2	102	2.8	5	-1.0	4
CCCn1c(N)c(C(=O)COC(=O)COc2ccc(Cl)c(C)c2)c(=O)n(C)c1=O	14	0	x	-15	x	x	101	-2.5	-5	5.5	-35
Cc1ccc(N(CC(O)COCc2ccco2)S(=O)(=O)c2ccc(C)cc2)cc1 (configuration not stated)	11	-3	-3.9	x	2	-1.6	97	-0.5	6	1.2	-6
CN(C)C(CNC(=O)c1ccc(-c2ccccc2)cc1)c1ccccc1 (configuration not stated)	-10	3	0.0	-16	-9	-0.1	124	3.9	-10	5.8	-46
CC(=O)c1ccc(-n2cc(-c3ccc(C(C)(C)C)cc3)[n+]3c2SCCC3)cc1	-3	-1	2.0	12	64	3.1	109	4.5	-4	-0.9	5
COc1ccc(-c2cc(CS(=O)(=O)c3ccccc3)on2)cc1	2	-3	0.1	-9	-3	0.7	98	4.8	4	0.8	-4
O=C(O)c1ccc(/C=N/N2CCN(Cc3cccc4ccccc34)CC2)cc1	28	0	-3.4	52	11	0.8	102	0.1	9	-2.1	11
CCCn1nc([N+](=O)[O-])c(C(C#N)c2nc3ccccc3o2)c(Cl)c1=O (configuration not stated)	6	-1	-1.2	3	-26	5.6	131	0.9	-2	-1.9	11
O=C(CCS(=O)(=O)c1ccc(Cl)cc1)Nc1nnc(-c2cccs2)o1	-8	3	-1.6	-14	10	-2.5	103	0.2	-13	-0.9	6
O=[N+]([O-])c1ccc2c(c1)C(O)n1nc(-c3ccc(Cl)cc3Cl)nc1S2 (configuration not stated)	-2	-2	1.7	1	-9	2.0	96	0.1	3	4.5	-26
COc1ccc(Cn2c(CO)cnc2SCC(=O)Nc2cc(C)on2)cc1	-21	-3	-0.2	8	-24	-1.7	100	-0.2	2	-2.1	11
COc1ccccc1N1C(=O)c2ccccc2NC1c1cc(OC)c(OC)c(OC)c1 (configuration not stated)	0	0	0.4	-32	-5	-1.0	95	1.0	2	-4.4	20
Cc1ccccc1OCc1nnc(SCC(=O)Nc2ccc3nc(SCC(=O)NC(C)(C)C)sc3c2)n1C	-30	11	1.5	-33	25	0.1	99	-1.0	-3	1.5	-8
CCOc1ccc(NC(=O)CN(C)c2ccc(S(=O)(=O)N3CCOCC3)cn2)cc1OCC	8	-3	-1.2	-1	-1	0.3	105	1.3	-5	-1.5	8
Cc1ccc(S(=O)(=O)Nc2cccc(-n3cnnn3)c2)cc1C	-18	0	3.0	-7	-5	2.4	104	1.6	-8	-1.9	10
CCN1CCCC1CNc1ncnc2c1[nH]c1ccc(F)cc12 (configuration not stated)	9	0	1.4	0	11	-3.1	107	3.7	-9	0.8	-4
O=C(COC(=O)Cn1cnc2ccccc21)NCCC1=CCCCC1	14	-3	0.1	29	-1	-1.8	100	2.9	-1	-1.3	7
CC(C)CNC(=O)COc1ccc2c3c(c(=O)oc2c1)CCC3	3	6	1.8	24	274	-1.8	95	-0.4	-11	-1.2	7
Cc1ccc(S(=O)(=O)N2CCCC2CNC(=O)C(=O)NCCN2CCOCC2)cc1 (configuration not stated)	-8	3	1.0	x	22	2.1	101	2.9	9	-0.8	5
COc1cc(CNc2ccc3[nH]c(=O)[nH]c3c2)cc(Br)c1OCc1ccc(F)cc1	-20	6	x	-2	-19	x	98	1.3	0	0.9	-4
Cc1cc(=S)cc(C)n1CCO	-6	2	1.4	21	-11	1.0	96	2.5	-16	-0.4	3
CCNc1c(NS(=O)(=O)c2ccc(Br)s2)c(=O)oc2ccccc12	3	-1	-0.9	-12	15	3.1	100	2.2	1	-1.2	6
CCCC[C@@H]1CNC(=O)C(=O)N1CCCc1cc(OC)c(OC)c(OC)c1	-7	3	-0.2	-14	3	4.0	111	2.2	-6	2.4	-13
CN(CCC(=O)Nc1ccc2c(c1)OCO2)Cc1ccccc1	18	3	0.4	5	38	3.1	104	1.5	3	-2.7	15
CN(CC(=O)Nc1ccc(Cl)cc1)C(=O)Cc1c(F)cccc1Cl	12	-1	-1.3	-6	6	-0.1	95	0.9	5	-2.1	11
CCCCOc1ccc(/C=C/C(=O)NCCc2nc3ccccc3[nH]2)cc1	-15	1	0.1	x	-7	0.6	125	3.9	-10	2.3	-13
CC(c1nccs1)N(C)C(=O)CCc1nnc(CCc2ccccc2)o1 (configuration not stated)	11	-4	-1.6	-5	-16	-0.5	103	0.2	1	-0.4	2
Cc1nnc(SCCN2CCOCC2)c2nn(-c3ccccc3F)c(C)c12	12	0	x	5	x	x	131	3.3	-3	-1.9	10
CCOc1ccccc1NC(=O)NC1CCN(CC(=O)Nc2ccc3c(c2)OCCO3)CC1	32	-4	-1.4	x	74	0.8	101	2.1	19	-0.5	2
Cc1cc(F)ccc1NS(=O)(=O)c1cccc2nsnc12	-2	1	0.5	8	-5	2.9	112	0.2	5	-1.4	7
CCCCCCOc1ccc(N2C(=O)CC(N3CCN(CCN=CC4C(=O)CC(C)(C)CC4=O)CC3)C2=O)cc1 (configuration not stated)	13	-5	0.7	23	24	1.0	103	3.0	5	0.0	0
CN1/C(=C\C(=O)c2cccnc2)Sc2ccccc21	8	-3	-2.2	20	7	-1.0	100	3.4	2	-2.5	14
CC(=O)NC(NC(=S)N1CCCCCC1)C(Cl)(Cl)Cl (configuration not stated)	-4	-5	-1.3	-23	0	-1.3	102	3.2	-1	-2.0	9
C[C@H](NC(=O)c1ccccc1Cl)C(=O)Nc1ccccc1F	-3	1	-0.6	15	7	2.7	98	-3.8	2	-2.6	14
C[C@@H]1CN([C@@H](C)CO)C(=O)c2cccc(NC(=O)C3CCOCC3)c2O[C@H]1CN(C)S(=O)(=O)c1ccc(Cl)cc1	-11	2	1.7	-4	5	4.6	100	1.0	17	0.1	0
Cc1ccc(N=Cc2ccc(O)cc2O)cc1F	0	0	1.9	-9	7	1.9	87	2.3	7	1.3	-7
O=C(COc1ccc(Cl)cc1)NCCCNC(=O)c1cnccn1	-11	2	-0.1	0	-6	0.9	96	0.6	0	-1.9	13
CCOc1cc(-c2nnn(CC(=O)N3CCCCC3)n2)ccc1OC	-8	7	-3.6	-32	8	3.2	107	0.9	13	-1.9	10
COCCCNC(=O)CSC1=Nc2ccccc2C2=NC(Cc3c[nH]c4ccccc34)C(=O)N12 (configuration not stated)	4	7	-0.5	-16	76	1.2	x	2.0	-9	-1.5	8
CNC(=O)NC(=S)NC(=O)c1ccccc1Cl	12	-5	0.7	7	10	2.1	98	0.6	5	-2.6	15
CCN1/C(=C2\C(=O)N(C)C(=S)N2c2ccccc2)C=Cc2ccccc21	-33	6	-1.6	24	-11	1.4	88	0.7	4	0.1	-1
CCOc1ccc(C(=O)Nc2ccccc2CC)cc1[N+](=O)[O-]	6	-2	1.6	-39	11	1.2	104	-0.4	-18	-2.0	12
NC(N)=N/N=C/c1ccc(OCc2ccccc2)cc1	-8	5	4.7	-24	23	4.8	104	5.0	4	1.7	-10
Cc1ccc(C2c3c(oc4ccccc4c3=O)C(=O)N2CCCN2CCOCC2)o1 (configuration not stated)	29	-1	0.8	22	106	7.3	x	1.3	-8	-3.6	18
Cc1ccc(S(=O)(=O)N(CC(=O)N/N=C/c2ccco2)Cc2ccccc2)cc1	-4	2	1.9	6	-12	2.5	96	3.7	-7	1.4	-7
C[C@]1(CO)CCC[C@@]2(C)C1CC[C@@H](CO)[C@@H]2CCc1ccoc1 (some centres not stated)	-38	9.8*	1.7	33	29	-1.0	103	1.0	-3	0.2	-1
NC(=O)C1CC(=O)N(c2ccc(OCC(=O)NCc3ccccc3)cc2)C1 (configuration not stated)	1	0	-1.8	20	-6	2.4	x	0.8	5	-0.6	4
CC(C)Oc1ccccc1NC(=O)CSc1nc2ccccc2c(=O)n1C	-6	2	x	20	4	x	123	-1.6	-7	2.1	-10
c1ccc2[nH]c(NC3=NCCC3)nc2c1	-27	4	-4.1	9	x	-3.0	104	-2.4	1	-2.5	14
O=C(c1cccnc1)N1CCC(Oc2ccc(C(=O)N3CCCCO3)cc2)CC1	8	-1	-0.6	5	2	-0.8	106	2.7	-4	-0.4	3
CCOC(=O)NC(=O)CSc1ccc(C)cc1C	-10	3	1.3	-5	0	1.3	91	1.5	-4	-0.2	1
Cc1nc(SCc2nc3ccc([N+](=O)[O-])cc3[nH]2)c2oc3ccccc3c2n1	-16	-4	-0.2	1	24	1.6	104	0.5	11	-0.7	4
O=C(NCCC1CCCCN1S(=O)(=O)c1ccc(F)cc1)C(=O)NCCN1CCOCC1 (configuration not stated)	-1	0	1.2	10	5	0.3	109	0.4	-9	-2.2	12
CC(=O)N1CCN2C(=O)C1CCCC(=O)c1cc(C3CCCCC3)ccc12 (configuration not stated)	-18	1	-1.6	24	1	2.0	101	3.1	-5	-0.3	2
COc1ccc(C(=O)C2CCCN(Cc3cc(Cl)ccc3O)C2)c(OC)c1 (configuration not stated)	-1	0	0.2	-1	3	4.7	120	1.1	3	4.3	-21
COCCNc1c(-c2ccc(OC)c(OC)c2)nc2ccc(Cl)cn12	-2	1	-1.2	26	-6	-2.4	101	2.3	-3	2.2	-16
O=C(C1CCC(=O)N(C2CC2)C1)N1CCC(Oc2cccc(F)c2)CC1 (configuration not stated)	-12	-1	-2.3	-10	13	0.8	x	1.6	-7	-0.4	2
O=C(NCc1ccccc1)C(Cc1ccccc1)N1C(=O)C2C3CCC(C3)C2C1=O (configuration not stated)	15	3	-1.2	x	x	1.3	106	0.0	5	-2.1	10
CCCn1c(=O)c2c(nc3n2CCCN3Cc2ccccc2)n(C)c1=O	-1	0	-0.6	11	-7	-2.2	121	2.1	0	-0.5	2
COc1ccc(-c2nnc(SCC(=O)Nc3ccc(C)cc3)n2C)cc1	-17	-1	-2.5	-16	-11	5.8	85	1.2	-7	-0.3	2

Whole records, quoted from the list. Values in the order: HTR5A inv ctr | HTR5A ag ctr | E coli growth | PfHsp90 set2 | SUMO Mot1 rescue | AddAB inh | DSG3 Ab inh | phage Ecoli inh | PKA-R1A act | OPRM1-OPRD1 ag | OPRM1-OPRD1 inv
`Cc1ccc(C2c3c(oc4ccccc4c3=O)C(=O)N2CCCN2CCOCC2)o1` (configuration not stated) as listed: 29 | -1 | 0.8 | 22 | 106 | 7.3 | x | 1.3 | -8 | -3.6 | 18
`COc1ccc(-c2nnc(SCC(=O)Nc3ccc(C)cc3)n2C)cc1` as listed: -17 | -1 | -2.5 | -16 | -11 | 5.8 | 85 | 1.2 | -7 | -0.3 | 2
`O=C(NCCC1CCCCN1S(=O)(=O)c1ccc(F)cc1)C(=O)NCCN1CCOCC1` (configuration not stated) as listed: -1 | 0 | 1.2 | 10 | 5 | 0.3 | 109 | 0.4 | -9 | -2.2 | 12

Screening data as filed in PubChem.
